Screening data: PubChem, several laboratories
DNA FID counter: counter-screen for HCV NS3 helicase inhibitors: DNA intercalator displacement; inhibition, % at 7.9 µM; hit rate 0.17% among 290,000; DNA fluorescent intercalator displacement, fluorescence; in the data active = inhibition above about 37%;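 also: 0% = vehicle and 100% = reference compound; higher means more ethidium bromide displaced from hairpin DNA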
MEKK3 PB1 HTS: MEKK3-MEK5 PB1 interaction, increase or decrease | Q99759 | bead-based flow cytometry, Alexa488-MEK5 binding to MEKK3; actives lie on both sides; 0 = blocked by unlabeled MEK5, 100 = vehicle | binding response (% of control), % at 10 µM | hit rate 1.4% among 290,000 | AID 1529;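 active = binding response more than 3 SD above or below the average of its plate-row segment, actives on both sides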;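 also: Alexa488 bead fluorescence after subtracting the streptavidin-only scavenger bead signal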
Target sequence (Q99759 whole entry, looked up): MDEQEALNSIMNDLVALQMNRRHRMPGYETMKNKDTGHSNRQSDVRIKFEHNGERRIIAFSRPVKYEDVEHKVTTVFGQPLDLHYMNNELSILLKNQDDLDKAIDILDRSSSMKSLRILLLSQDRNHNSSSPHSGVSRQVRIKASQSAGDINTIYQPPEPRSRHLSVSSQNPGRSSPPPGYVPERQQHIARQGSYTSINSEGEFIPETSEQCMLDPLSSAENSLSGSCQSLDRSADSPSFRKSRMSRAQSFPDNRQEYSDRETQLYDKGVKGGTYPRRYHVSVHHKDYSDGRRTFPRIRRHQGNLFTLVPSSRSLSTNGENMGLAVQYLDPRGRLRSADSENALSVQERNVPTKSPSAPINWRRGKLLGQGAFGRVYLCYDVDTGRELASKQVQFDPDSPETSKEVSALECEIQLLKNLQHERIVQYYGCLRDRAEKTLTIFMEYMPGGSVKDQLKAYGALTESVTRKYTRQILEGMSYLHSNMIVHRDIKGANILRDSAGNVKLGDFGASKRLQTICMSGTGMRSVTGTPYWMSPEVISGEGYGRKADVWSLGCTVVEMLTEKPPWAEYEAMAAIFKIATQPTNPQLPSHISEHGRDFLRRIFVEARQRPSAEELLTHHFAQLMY
PHOSPHO1 block: PHOSPHO1 (human) inhibition. inhibition, % at 13.3 µM. hit rate 1.1% among 290,000. recombinant PHOSPHO1, absorbance phosphatase assay. Q8TCT1; in the data active = inhibition above about 60%
Target sequence (Q8TCT1 whole entry, looked up): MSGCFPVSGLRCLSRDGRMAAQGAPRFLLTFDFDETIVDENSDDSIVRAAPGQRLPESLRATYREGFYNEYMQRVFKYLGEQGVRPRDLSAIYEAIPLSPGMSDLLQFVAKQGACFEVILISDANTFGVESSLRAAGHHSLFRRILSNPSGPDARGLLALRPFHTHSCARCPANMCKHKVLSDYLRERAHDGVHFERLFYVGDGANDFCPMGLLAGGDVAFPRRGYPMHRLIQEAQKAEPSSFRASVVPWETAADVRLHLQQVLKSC
NALP1 yeast inh: NALP1 inhibition | S. cerevisiae NALP1/ASC/caspase-1 growth, X-gal OD620, 72 h | inhibition, % at 10 µM | hit rate 0.61% among 280,000 | AID 2071; in the data active = inhibition mostly above about 24%, no sharp cut-off; inactive = mostly below about 32%; also: some compounds called inactive have numbers as strong as hits
MEKK2wt PB1 HTS: raises or lowers MEK5 binding to wildtype human MEKK2 PB1 domain | Q9Y2U5 | bead flow cytometry, Alexa488-MEK5 binding to MEKK2 WT; actives lie on both sides | binding response (% of control), % at 10 µM | hit rate 1.1% among 290,000; in the data active = binding response below about 67% or above about 130%
MEKK2mut PB1 HTS: signal of MEK5 binding to mutant human MEKK2 PB1 domain; bead flow cytometry, Alexa488-MEK5 binding to MEKK2 mutant; percent response, % at 10 µM; hit rate 0.35% among 290,000; AID 1530; in the data active = percent response above about 24%, passing the limit was not always enough; also: inactives centre near 1; some results filed as inactive read as strong as hits; reference of the scale not given here
M18AAP inhibitor: PfM18AAP enzyme inhibition; inhibition, % at 7.35 µM; recombinant PfM18AAP, H-Glu-NHMec fluorogenic cleavage; hit rate 1.2% among 290,000;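 active = inhibition above the campaign mean inhibition over all tested compounds plus 3 SD, cut at about 28% in these data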;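 also: 0% = plate median of test compound wells and 100% = 2 mM ZnCl2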
OXTR agonist: agonists of human oxytocin receptor. CHO-OTR cells, Fluo-8 calcium fluorescence; normalized: DMSO 0%, oxytocin 100%. activation, % at 3 µM. hit rate 0.32% among 320,000;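 active = activation above the mean of all tested compounds plus 3 SD, cutoff set per screening run, cut at about 20% in these data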;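 also: peak over basal fluorescence ratio from a 100 s FLIPR kinetic read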
GPR7 antagonist: antagonists of human GPR7 (neuropeptides B/W receptor 1). GPR7-expressing cells, fluorescence antagonist assay. P48145. inhibition, % at 4.4 µM. AID 1861. hit rate 1.1% among 290,000; in the data active = inhibition above about 16%, passing the limit was not always enough;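 also: cells stimulated with the agonist NPW; 0% = agonist with vehicle and 100% = vehicle without agonist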
Active calls of the source: *; . = no result given.

Compound	DNA FID counter	MEKK3 PB1 HTS	PHOSPHO1 block	NALP1 yeast inh	MEKK2wt PB1 HTS	MEKK2mut PB1 HTS	M18AAP inhibitor	OXTR agonist	GPR7 antagonist
O=C1Nc2c(c(=O)[nH]c(=O)n2Cc2ccccc2)C1(NS(=O)(=O)c1ccccc1)C(F)(F)F (stereo unspecified)	2	101	37	8	100	8	-1	-0.2	-8
O=P(c1ccc2c(c1)OCCO2)(N1CCOCC1)N1CCOCC1	-1	104	-5	12	110	7	-7	1.2	3
COc1cc(C2C(C#N)=C(N)Oc3n[nH]c(-c4cccnc4)c32)ccc1OCC(N)=O (stereo unspecified)	-2	104	32	.	102	5	-7	-0.5	-7
COc1cc(Cl)ccc1OCc1cc(C(=O)NC(C)Cc2cnccn2)no1 (stereo unspecified)	-25	104	-10	5	106	7	-1	0.1	-10
CC(Nc1ccccc1)c1ccncc1 (stereo unspecified)	-1	133*	37	-1	124	6	4	0.2	-7
O=S(=O)(Nc1ncccn1)c1ccc(Nc2ncnc3ccccc23)cc1	3	99	7	36	98	-2	0	0.1	-8
CS(=O)(=O)N(CC(=O)N1CCN(Cc2ccccc2)CC1)c1cccc([N+](=O)[O-])c1	-9	105	40	-5	104	10	5	0.4	-18
CC(=O)COc1ccc2c(-c3ccccc3)cc(=O)oc2c1	-7	99	-2	17	90	-1	-1	0.8	-4
CS(C)(=O)=NS(=O)(=O)c1ccc(Cl)cc1	0	105	22	-4	111	2	1	1.9	-3
CC(=O)Nc1ccc(Nc2ncnc3ccccc23)cc1	2	96	38	.	91	5	-1	0.9	2
COc1ccc(NC(=S)NC(NC(=O)c2ccc(Cl)cc2Cl)C(Cl)(Cl)Cl)c([N+](=O)[O-])c1 (stereo unspecified)	9	105	7	3	116	6	3	4.6	-1
CCC/C(O)=C1\C(=O)CCCC1=NC(C)C(=O)O (stereo unspecified)	-1	101	15	3	102	1	5	-0.3	-10
COc1ccccc1N1CCN(Cc2cc(=O)c(OCC(=O)NC(C)C)co2)CC1	-25	101	17	6	103	-1	1	0.9	-5
Cc1nc(-c2cc(-c3nc(-c4ccc(C(C)(C)C)cc4)no3)no2)cs1	2	92	41	14	95	-15	0	0.6	-12
C/C=C1\COC(C(=O)NCCN2CCCC2)(C(F)(F)F)C=C1C=C1CCCCC1 (stereo unspecified)	.	103	.	.	141*	17	.	0.9	.
O=C(CCN1CCCC1)Nc1ccccc1	-1	89	-36	3	91	-3	-7	-0.5	3
O=C(O)c1ccc(Cl)c(S(=O)(=O)NC(Cc2ccccc2)C(=O)O)c1 (stereo unspecified)	4	.	43	4	.	.	-1	1.2	-8
Cc1ccc(S(=O)(=O)NNc2nnc(C)c(=O)[nH]2)cc1	-1	135*	-99	-10	129	5	74*	0.3	-4
NC(=O)CC(NC(=O)c1ccccc1)c1ccc(N2CCN(c3ccccn3)CC2)c([N+](=O)[O-])c1 (stereo unspecified)	-17	101	-41	14	95	-5	5	0.2	-1
O=C(CCSCc1ccccc1Cl)NCc1ccco1	-12	106	4	-12	105	7	12	-1.6	-3
COc1cc(C(C(=O)NC2CCCC2)N(C(=O)c2snc(C(N)=O)c2N)c2ccccc2)cc(OC)c1OC (stereo unspecified)	-32	100	45	-1	95	3	-2	-1.2	-2
FC(F)(F)c1ccc(Sc2n[nH]c(C(F)(F)F)n2)nc1	9	96	10	7	94	-18	-10	1.3	-3
COC(=O)[C@@H](NC(=O)Nc1ccc(OC(F)(F)F)cc1)C(C)C	-3	103	-8	6	104	6	9	-2.0	-2
COc1ccc(C(C(=O)NCCC(C)C)N(CCO)C(=O)c2snc(C(N)=O)c2N)cc1OC (stereo unspecified)	-6	103	20	-8	104	3	3	-0.4	-13
Cc1ccc(C(=O)O/N=C\c2ccc(N3CCOCC3)c([N+](=O)[O-])c2)cc1	3	.	20	6	.	.	2	0.1	-5
O=C(CSc1nc(-c2ccccc2)nc2ccc(F)cc12)Nc1ccc(C(=O)O)cc1	-25	100	-20	-9	95	-9	4	10	-8
O=S(=O)(O)c1nnc2sc3ccccc3n12	-1	99	4	25	102	2	3	0.9	-22
CC(C)c1nnc(NC(=O)CCS(=O)(=O)c2ccccc2)s1	-9	103	32	9	98	5	2	1.0	-17
CC1CCc2nc(NC(=O)CN3CCN(Cc4ccc5c(c4)OCO5)CC3)sc2C1 (stereo unspecified)	15	104	-3	21	110	8	2	6.8	-28
CCCN(CC(=O)Nc1ccccc1C)C(=O)c1ccc(S(=O)(=O)N2CCCCC2)cc1	-34	109	46	7	112	11	-5	-0.4	3

A second format for part of the listing above.
SMILES: O=C(CCN1CCCC1)Nc1ccccc1
- DNA FID counter: -1
- MEKK3 PB1 HTS: 89
- PHOSPHO1 block: -36
- NALP1 yeast inh: 3
- MEKK2wt PB1 HTS: 91
- MEKK2mut PB1 HTS: -3
- M18AAP inhibitor: -7
- OXTR agonist: -0.5
- GPR7 antagonist: 3

SMILES: Cc1nc(-c2cc(-c3nc(-c4ccc(C(C)(C)C)cc4)no3)no2)cs1
- DNA FID counter: 2
- MEKK3 PB1 HTS: 92
- PHOSPHO1 block: 41
- NALP1 yeast inh: 14
- MEKK2wt PB1 HTS: 95
- MEKK2mut PB1 HTS: -15
- M18AAP inhibitor: 0
- OXTR agonist: 0.6
- GPR7 antagonist: -12

Continued:
Compound	DNA FID counter	MEKK3 PB1 HTS	PHOSPHO1 block	NALP1 yeast inh	MEKK2wt PB1 HTS	MEKK2mut PB1 HTS	M18AAP inhibitor	OXTR agonist	GPR7 antagonist
CC1CCCN(C(=O)CSc2nnc(-c3c[nH]c4ccccc34)o2)C1 (stereo unspecified)	-20	110	-8	15	105	2	5	4.5	6
CC(C)NC(=O)/C=C/C(=O)O	-6	101	9	18	90	-10	-4	0.3	3
O=C(NCc1ccc2c(c1)OCO2)C1CC(c2ccccc2O)=NO1 (stereo unspecified)	-7	93	10	4	90	-5	7	2.9	16
CCn1c(=O)c(C(=O)NNC(=O)Cc2ccccc2)c(O)c2ccccc21	-17	101	22	5	106	1	7	0.1	-10
COc1ccc(C(=O)N(C)C2CCCN(Cc3ccccc3F)C2)cc1OC (stereo unspecified)	-13	104	40	10	105	1	-8	-0.7	2
CCc1nc(OCCN(CC)CC)c2oc3ccccc3c2n1	12	94	-9	-1	95	-1	-15	0.3	-17
CCN(CC)c1ccc(/C=N/NC(=O)OC)c(O)c1	-1	97	19	4	96	1	19	-1.1	-1
Cc1cc2c([nH]c3ccccc32)c(C)n1	16	107	39	7	114	13	2	0.7	-13
COc1ccc(CC(=O)Oc2ccccc2[N+](=O)[O-])cc1	1	106	40	8	103	6	-2	1.2	-6
O=C(NCC(=O)N(c1cccnc1)C(C(=O)NC1CCCCC1)c1cccnc1)c1ccco1 (stereo unspecified)	-12	94	21	34	97	3	-9	1.0	-13
CC1CCN(C(=O)c2ccccc2NS(=O)(=O)c2ccccc2)CC1	-31	95	28	0	100	4	-8	0.4	-5
Cc1c(CCC(=O)NCCCn2ccnc2)c(=O)oc2c(C)c3oc4c(c3cc12)CCCC4	-2	100	13	-10	113	5	2	-2.0	-1
S=c1[nH]nc(-c2ccccc2)n1/N=C/c1ccc(-c2ccccc2Cl)o1	-6	93	-10	20	89	-7	8	-2.5	3
Cc1ccc(C(=O)COC(=O)c2c(C)cc(=O)oc2C)cc1[N+](=O)[O-]	-5	160*	-27	16	106	1	-5	-1.1	-6
CC1(C)SC(=S)N(/N=C/c2cccnc2)C1N(O)C(=O)Nc1ccccc1 (stereo unspecified)	-3	88	9	.	89	-5	9	-2.1	-11
Cc1nn(C)c(Oc2ccccc2)c1CCNC(=O)CC(C)C	-8	101	39	15	99	-5	-4	1.8	-4
Cn1c(=O)c2cc(S(=O)(=O)NC(C(=O)NCc3cccnc3)c3ccccc3)ccc2n(C)c1=O (stereo unspecified)	-4	103	3	-4	105	8	-2	0.3	-4
Cc1onc(NC(=O)NC(=O)c2c(Cl)cccc2Cl)c1Br	-34	101	43	14	102	-5	-6	1.9	-2
CCN1CCN(CCC(=O)Nc2ccc(Br)c(C)c2)CC1	17	104	59	-5	120	13	3	1.6	-14
Cc1ccc(S(=O)(=O)Oc2ccc(C3C4=C(CCCC4=O)N(CCC(=O)O)C4=C3C(=O)CCC4)cc2Cl)cc1	-26	94	-5	19	97	-2	4	-1.4	0
CCC(=O)N1CCc2cc(S(=O)(=O)CCC(=O)Nc3nc(C)cs3)ccc21	2	110	13	-68	107	4	-2	-0.3	-2
Cc1ccc(-c2nc(CS(=O)CC(=O)NCCCc3ccccc3)c(C)o2)cc1 (stereo unspecified)	-54	99	24	0	97	1	3	0.4	-7
O=C(c1cccc2cccc(O)c12)N1CCCCC1	-3	105	-12	-8	105	7	-16	0.7	-8
Cc1cc(-c2cccc([N+](=O)[O-])c2)nc2ccc3ccccc3c12	1	106	-29	9	108	4	6	-0.2	-6
Cc1cc(C(F)(F)F)cc(NNC(=O)NC(=O)c2ccc(Cl)cc2)n1	1	105	32	.	103	6	2	0.0	-24
CC/C(=C\C(=O)c1ccncc1)Nc1ccc(O)cc1	-109	107	14	18	113	25*	23	2.8	-8
COc1ccc(NC(=O)C2CCN(S(C)(=O)=O)CC2)cc1Cl	1	102	26	12	100	0	-2	1.0	-3
CCCCCCCCSc1nnc(CSc2nc3nc(C)cc(C)n3n2)o1	-6	101	10	11	102	2	1	-1.0	-7
O=C(Nc1c2c(nn1-c1ccc(F)cc1)CSC2)c1ccc(S(=O)(=O)N2CCOCC2)cc1	-5	101	32	29	98	-1	-13	0.4	2
CC(=O)/C(C#N)=C1\NC(=O)C(Cc2ccc(C)c(Cl)c2)S1 (stereo unspecified)	-20	102	23	.	102	-3	7	4.3	-6
Cc1cc(N2CCN(C(c3ccccc3)c3ccccc3)CC2)n2ncnc2n1	3	92	5	.	92	-13	-6	0.6	-7

An unsorted share of the library. About 6.2% of those tested had a hit in this group.
